CHT allo act: allosteric activators of human choline transporter CHT; B-score at 10 µM; AID 488977; CHT-expressing cells, membrane potential dye, choline EC20; hits give high values; LV-AA mutant CHT in HEK293 cells; actives 0.49% (n = 310,000);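 active = initial fluorescence not abnormally high and integrated response B-score, plate-corrected, over 3 SD above library mean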
Target sequence (Q9GZV3 whole entry, looked up): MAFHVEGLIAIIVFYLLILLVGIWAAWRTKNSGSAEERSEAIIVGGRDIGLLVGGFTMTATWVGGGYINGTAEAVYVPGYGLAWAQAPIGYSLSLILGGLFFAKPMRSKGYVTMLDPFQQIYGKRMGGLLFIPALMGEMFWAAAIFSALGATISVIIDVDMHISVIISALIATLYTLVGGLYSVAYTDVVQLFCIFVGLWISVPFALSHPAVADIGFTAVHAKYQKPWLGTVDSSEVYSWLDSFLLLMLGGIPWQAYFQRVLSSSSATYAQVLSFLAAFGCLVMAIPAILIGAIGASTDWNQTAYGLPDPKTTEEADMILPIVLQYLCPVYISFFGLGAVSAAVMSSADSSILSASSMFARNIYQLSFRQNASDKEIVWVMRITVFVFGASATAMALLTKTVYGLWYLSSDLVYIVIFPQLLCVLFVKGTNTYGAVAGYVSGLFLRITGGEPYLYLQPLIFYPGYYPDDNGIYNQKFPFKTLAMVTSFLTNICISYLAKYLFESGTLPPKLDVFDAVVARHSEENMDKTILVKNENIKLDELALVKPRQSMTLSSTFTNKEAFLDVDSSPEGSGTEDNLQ
CHT block: inhibitors of human choline transporter CHT; Q9GZV3; CHT-expressing cells, membrane potential dye, choline response; hits give low values; B-score at 10 µM; actives 0.86% (n = 310,000); AID 488975;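 active = B-score over 3 SD under the library average, and starting fluorescence ratio not unusually high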;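 also: choline stimulus applied at its EC90 after an EC20 pre-addition; B-score computed on integrated fluorescence ratio after choline addition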
An asterisk follows results filed as active; i = inactive.

nr	SMILES	CHT block	CHT allo act
1	COc1ccc(C(=O)N2CCC(C(=O)O)CC2)cc1	i	i
2	O=C(NCc1cccc(Cl)c1)C1CCC(=O)N(CCCN2CCCC2=O)C1 (stereo not given)	i	i
3	Cc1cc(C(=O)N2CCCC(N3CCN(c4cccc(Cl)c4)CC3)C2)nc(C)n1 (stereo not given)	i	i
4	CC(=O)N1CCN(S(=O)(=O)c2cccc(C(=O)NCCC3=CCCCC3)c2)CC1	i	i
5	CCN(CC)S(=O)(=O)c1ccc(S(=O)(=O)N2CCCC2)cc1	i	i
6	CCc1ccc(NC(=O)C(C)OC(=O)c2ccc(NS(=O)(=O)c3ccc(C)c([N+](=O)[O-])c3)cc2)cc1 (stereo not given)	i	i
7	CC1(C)CC(=O)C(N=Nc2cccc(S(=O)(=O)N3CCOCC3)c2)=C(O)C1	i	i
8	CN(C(=O)CSc1n[nH]c(-c2cccs2)n1)C1CCS(=O)(=O)C1 (stereo not given)	i	i
9	CCCCN(C(=O)Cn1nnc2ccccc21)C(C(=O)NCCOC)c1ccccc1 (stereo not given)	i	i
10	COc1ccc(CC2NCCC3(O)CCCCC23)cc1 (stereo not given)	i	i
11	O=C(CC12CC3CC(CC(Br)(C3)C1)C2)NC1CCCC1	i	i
12	COC1=C(Nc2ccc(O)cc2)C(=O)c2ccccc2C1=O	i	i
13	COc1ccc(Nc2oc(-c3ccccc3)nc2C#N)cc1	i	i
14	O=C(NCCCCCNC(=O)c1cccnc1)c1cccnc1	i	i
15	Cc1cc(OCC(=O)N2CCC(C(=O)O)CC2)c2c(C)cc(=O)oc2c1	i	i
16	Cn1nnc2cc(NC(=O)NCc3ccc4c(c3)OCO4)ccc21	i	i
17	O=C(NNC(=O)c1ccccc1O)c1ccc(S(=O)(=O)Nc2ccccc2)cc1	i	i
18	N#Cc1cccc(CN2CCC(=O)N([C@H](CO)Cc3ccccc3)CC2)c1	i	i
19	COC(=O)c1ccc(NC(=O)COc2cccc(-n3cnnn3)c2)cc1	i	i
20	Cc1ccc2nc(N/N=C/c3ccco3)cc(C)c2c1	i	i
21	OC1(c2cccc(C(F)(F)F)c2)CCNCC1	i	i
22	O=C1[C@@H]2Cc3c([nH]c4ccccc34)C(c3ccccc3)N2C(=O)CN1CCO (stereo not given in full)	i	i
23	COc1cc(/C=N/NC(=O)c2cccc(NC(=O)c3ccccc3)c2)ccc1O	i	i
24	COc1ccc(C2CC(c3cccs3)=NN2C(=O)CSc2nc(=O)n3ccc(C)cc3n2)cc1 (stereo not given)	i	i
25	CS(=O)(=O)N1CCN(c2ccccc2NC(=O)Nc2cccc(Cl)c2)CC1	i	i
26	CCc1ccccc1NC(=O)N1CCc2ccccc21	i	i
27	O=C1CC(C(=O)Nc2ccccc2)S/C(=N\NC(=O)c2ccccc2Cl)N1 (stereo not given)	i	i
28	O=C(NN1C(=O)/C(=C/c2cc([N+](=O)[O-])ccc2O)SC1=S)c1ccccc1O	i	i
29	CCCC(=O)C1=C(O)C(C(=O)OC)C(C)(C)CC1=NC(C)C (stereo not given)	i	i
30	O=C(N/N=C/c1ccc(O)c(O)c1)c1cc(-c2ccccc2)nc2ccccc12	i	i
31	COc1ccc(C2CC(=O)c3cnc(N4CCN(Cc5ccccc5)CC4)nc3C2)cc1 (stereo not given)	i	i
32	O=C(c1ccc(Cl)cc1)C1CCN(C(=O)C2CC2)CC1	i	i
33	CCOC(=O)c1ccc(Nc2cc(C)nc(C)c2C(=O)OCC)cc1	i	i
34	COc1ccccc1N1CCN(CC(=O)Nc2ccc(CN3CCCCC3)cc2)CC1	i	i
35	O=S(=O)(c1ccc2c(c1)OCCO2)N1CCC(c2nc3ccccc3[nH]2)CC1	i	i
36	Cc1ccccc1NC(=O)CCS(=O)(=O)c1cccc2nonc12	i	i
37	COc1cc(NS(=O)(=O)c2cc(C)ccc2OC)c(OC)cc1Cl	i	i
38	O=C(O)c1cccc(NC(=O)c2cc(-c3cccc(Cl)c3)nc3ccccc23)c1	i	i
39	CCOC(=O)C1CCN(C(=O)CSC2=NCCS2)CC1	i	i
40	CC(C)NC(=O)NC(=O)COC(=O)c1cc[n+]([O-])cc1	i	i
41	COc1ccc(N/C=C(\[N+](=O)[O-])S(=O)(=O)c2ccccc2)cc1	i	i
42	COc1ccc(C(=O)NCc2csc(C(C)C)n2)cc1OC1CCN(C(C)=O)CC1	i	i
43	COc1ccc(-n2cnnc2SCC(=O)Nc2ccc(C(N)=O)cc2)cc1	i	i
44	CC(C)C(=O)Nc1csc(C(F)(F)F)c1-c1ccccc1	i	i
45	COc1ccc(N/C=C(\C#N)S(=O)(=O)c2ccc(OC)cc2)cc1	i	i
46	COc1ccc(C(CC(=O)N2CCN(c3ccccc3)CC2)c2c(OC)cc(OC)c3ccc(=O)oc23)cc1 (stereo not given)	i	i
47	CCOC(=O)c1sc(NC(=O)C2CC(=O)N(c3ccc(C)cc3)C2)nc1C (stereo not given)	i	i
48	Cn1c(SCc2ccccc2F)nc2ccccc2c1=O	i	i
49	COc1ccc(N/C=C\C(=O)c2ccc3c(c2)OCO3)cc1	i	i
50	N#C/C(=C\c1ccc(OCc2ccc(Br)cc2)cc1)C(=O)Nc1cccc(C(=O)O)c1	i	i
51	O=C(CC(=O)N/N=C\c1cccc(Cl)c1Cl)NCc1ccccc1	i	i
52	CCn1c(/C=C/N(C(C)=O)c2ccccc2)[n+](CCCS(=O)(=O)[O-])c2cc(Cl)c(Cl)cc21	i	i
53	CCOc1cc(C(=O)N2CCN(c3ccccn3)CC2)cc(OCC)c1OCC	i	i
54	O=C(NCC(c1ccco1)N1CCc2ccccc21)c1ccccc1Br (stereo not given)	i	i
55	O=C(O)CC(Cc1ccc(Cl)cc1)C(=O)Nc1ccccc1 (stereo not given)	i	i
56	CCCCNc1ccc(C(CC(N)=O)NC(=O)c2ccccc2)cc1[N+](=O)[O-] (stereo not given)	i	i
57	COc1ccc2[nH]c3c(=O)n(Cc4ccco4)cnc3c2c1	i	i
58	COc1ccc(C2C(C(=O)O)CCC(=O)N2c2ccc(C)cc2)cc1OC (stereo not given)	i	i
59	CS(=O)(=O)Nc1cccc(-c2cn3c(n2)SCC3)c1	i	i
60	O=C(CCNC(=O)c1ccc(Cl)cc1)Nc1ccccc1N1CCCCC1	i	i

Other structures.
nr	SMILES	CHT block	CHT allo act
61	Cn1nc(C(F)(F)F)c(/C=N/OC(=O)c2ccccc2Cl)c1SCc1ccccc1Cl	i	i
62	C=CCn1c(CCNC(=O)c2ccc(Cl)c(Cl)c2)nnc1SCCOc1ccc(OC)cc1	i	i
63	COc1cc(/C=C/C(=O)OCC(=O)c2c[nH]c3ccccc23)ccc1OC(F)F	i	i
64	CCn1c(SCC(=O)NCc2cccs2)nnc1-c1ccncc1	i	i
65	COc1ccc(N2CCc3c(C)nc(SC)nc32)cc1	i	i
66	CC(C)(C)c1cc(=O)[nH]c(SCc2ccccc2Cl)n1	i	i
67	O=C(NCCCNC(=O)c1cnccn1)c1ccc(Cl)c(Cl)c1	i	i
68	S=C(NCCc1ccccn1)Nc1ccccc1	i	i
69	Cc1ccc(S(=O)(=O)N2CCC(NC(=O)C3CCCCC3)CC2)cc1	i	i
70	Cc1ncc(CO)c2cc(-c3nnc(Nc4ccc5c(c4)OCO5)s3)c(=O)oc12	i	i
71	Cc1cccn2c(=O)c3cc(C(=O)NCc4cccnc4)c(=N)n(C(C)C)c3nc12	i	i
72	COc1ccc(C2c3c(-c4ccccc4)n[nH]c3C(=O)N2c2ccc(C(=O)O)cc2)cc1 (stereo not given)	i	i

Of the compounds above, three have a furan ring, fused or not.
nr	SMILES	CHT block	CHT allo act
20	Cc1ccc2nc(N/N=C/c3ccco3)cc(C)c2c1	i	i
54	O=C(NCC(c1ccco1)N1CCc2ccccc21)c1ccccc1Br (stereo not given)	i	i
57	COc1ccc2[nH]c3c(=O)n(Cc4ccco4)cnc3c2c1	i	i

Continuation:
nr	SMILES	CHT block	CHT allo act
73	COC(=O)c1ccc(CSc2ccc3nnc(-c4ccc(OC)c(OC)c4)n3n2)o1	i	i
74	O=CNCCCc1nc2ccccc2n1CCc1ccccc1	i	i
75	O=C(O)CCc1[nH]c2ccccc2c1Sc1ccccc1	i	i
76	COc1ccc(OC)c(C(c2nnnn2C2CCCC2)N2CCN(c3ccccc3)CC2)c1 (stereo not given)	i	i
77	O=C(COc1ccccc1/C=C1\SC(=O)NC1=O)Nc1ccccc1	-5.72*	i
78	O=C(O)Cn1cnc2scc(-c3ccccc3)c2c1=O	i	i
79	CCc1c(C)nc(N)nc1Cl	i	i
80	CCC(Sc1nc(N)c(NC(=O)c2ccc(OC)c(OC)c2)c(=O)[nH]1)C(=O)OC (stereo not given)	i	i
81	N#CC(C#N)=C1C=CC=CN1/C(=C\c1ccccc1Cl)C(=O)c1ccccc1	i	i
82	CN(C)CCN(C(=O)c1ccc2ccccc2c1)c1nc2cc3c(cc2s1)OCCO3	i	i
83	COc1ccc(NC(=O)CN(C)S(=O)(=O)c2cccc3nsnc23)cc1	i	i
84	COC(=O)c1ccc(COc2ccccc2/C=N/NS(=O)(=O)c2ccccc2)cc1	i	i

Sorted by heavy-atom count (low to high): 3 of the compounds above.
nr	SMILES	CHT block	CHT allo act
78	O=C(O)Cn1cnc2scc(-c3ccccc3)c2c1=O	i	i
75	O=C(O)CCc1[nH]c2ccccc2c1Sc1ccccc1	i	i
73	COC(=O)c1ccc(CSc2ccc3nnc(-c4ccc(OC)c(OC)c4)n3n2)o1	i	i

Next section.
nr	SMILES	CHT block	CHT allo act
85	Cc1cc2nc(-c3ccc(=O)[nH]c3)n(Cc3ccccc3)c2cc1C	i	i
86	O=C(N/N=C1\CCCc2ccccc21)c1ccccc1Cl	i	i
87	Nc1c(C(=O)c2ccc(Cl)cc2)oc2ccccc12	i	i
88	C/C(=N\N)c1c(-c2ccccc2)c2cc(Br)ccc2[nH]c1=O	i	i
89	COC(=O)Cc1c(C)c2ccc(OC(C)C)cc2oc1=O	i	i
90	O=[N+]([O-])c1ccc(COc2cccc(CNc3ccc(Br)cc3)c2)cc1	i	i
91	O=C(/C=C/c1ccccc1)N/C(=C/c1ccccc1)C(=O)Nc1ccc(C(=O)O)cc1	i	i
92	COc1ccc(NC(=O)N2CCc3ccccc3C2)cc1OC	i	i
93	COc1ccc(COC(=O)C2=C(C)NC(=O)NC2c2cc(OC)ccc2OC)cc1 (stereo not given)	i	i
94	CC(C)(C)Nc1nc(-c2ccccn2)nc2ccccc12	i	6.37*
95	CCCCC1CC(/C(C)=N/NC(N)=O)OC1=O (stereo not given)	i	i
96	Cc1ccc(/C=N/NC(=O)c2nn(C)cc2Cl)cc1	i	i
97	COc1ccc(S(=O)(=O)N(C)CC(=O)NCc2cccnc2)cc1Cl	i	i
98	Cc1noc(C)c1CSc1nnc2ccc3ccccc3n12	i	i
99	CCc1cccc2c(SC(C)C(=O)NCC3CCCO3)nc(-c3ccccc3)nc12 (stereo not given)	i	i
100	Nn1c(Cc2cccc3ccccc23)nnc1SCc1c(F)cccc1Cl	i	i
101	COc1cc(-c2nnc(SCC(=O)c3ccc(C)cc3)o2)cc(OC)c1OC	i	i
102	COc1ccc(C2CC(=O)N3CN(Cc4ccco4)CSC3=C2C#N)cc1 (stereo not given)	i	i
103	O=C(NCc1ccco1)c1ccc2c(c1)N(Cc1ccccc1)C(=O)CS2	i	i
104	CCOc1ccc(-n2nc3cc(C)c(N)cc3n2)cc1	i	i
105	O=C(COc1ccccc1)NNc1c2ccccc2nc2ccccc12	i	i
106	CCn1c(=O)c(C(=O)CC#N)c(N)n(Cc2ccccc2)c1=O	i	i
107	Cc1ccc(C)c(Cn2nnc3c(=O)[nH]c(C4CCN(C(=O)c5cccs5)CC4)nc32)c1	i	i
108	CCN(CC)S(=O)(=O)c1ccc(C)c(NC(=O)CN2CCN(Cc3ccccc3)CC2)c1	i	i

Structures listed so far marked active in CHT block.
nr | mol | CHT block
77 | O=C(COc1ccccc1/C=C1\SC(=O)NC1=O)Nc1ccccc1 | -5.72*

(cont.)
nr	SMILES	CHT block	CHT allo act
109	CCOc1cc(-c2cn(S(=O)(=O)c3cccc4nsnc34)nc2N)cc(OCC)c1OCC	i	i
110	Cc1ccc(N2CC(C(=O)N(C)CC(=O)Nc3ccc(Cl)c(C(F)(F)F)c3)CC2=O)cc1 (stereo not given)	i	i
111	N#CCSc1nc2ccccc2c(=O)n1CCC(=O)NCCc1ccccc1	i	i
112	COCCCn1cc(C(=O)c2ccccc2OCC(=O)Nc2cccc(F)c2)cc(C#N)c1=O	i	i
113	COc1cc(C(=O)Nc2nc(-c3cccs3)cs2)cc(OC)c1OC	i	i
114	Cc1cc(SCc2ccc(C(F)(F)F)cc2)nc(=O)[nH]1	i	i
115	COCc1cc(N2CCCCC2)nc(-c2ccccc2)n1	i	i
116	N#Cc1nc(COc2ccc(F)cc2)oc1NCCCn1ccnc1	i	i
117	CC(C)c1ccccc1NC(=O)Cn1c(/C=C/c2ccccc2)nc2ccccc21	i	i
118	Cc1ccsc1CN1CCC(C(=O)NCc2ccccc2Cl)CC1	i	i
119	C#CCSc1nc(-c2cccs2)ccc1C#N	i	i
120	CCN=C1SC(C(=O)Nc2cccc(Br)c2)CC(=O)N1CC (stereo not given)	i	i
121	Cc1ccccc1CS(=O)(=O)CCC(=O)NCCN1CCN(c2cccc(Cl)c2)CC1	i	i
122	CCc1ccccc1N(CC(=O)NC(C)(C)CC)C(=O)CCC(=O)Nc1nccs1	i	i
123	C=CCn1nc([N+](=O)[O-])nc1Sc1cccc2cccnc12	i	i
124	Cc1ccc(C(C)C)c(OCCCN2CC(C)OC(C)C2)c1 (stereo not given)	i	i
125	COc1ccc(S(=O)(=O)N(CC(=O)NN=C2CCN(C)CC2)c2ccc(C)cc2)cc1OC	i	i
126	NC1=NC2CS(=O)(=O)CC2S1 (stereo not given)	i	i
127	CC1(C)Cc2nc3sc4c(=O)n(CC(N)=O)cnc4c3cc2CO1	i	i
